# S1P4 agonist = S1P4 receptor agonists, primary screen, cell-based | Sphingosine 1-phosphate receptor 4 (Homo sapiens), O95977 | S1P4-expressing cell line, agonist reporter assay | activation, % at 4.98 µM | 0.35% of 220,000 active; in the data active means activation above about 11%;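 further: 0% = DMSO vehicle and 100% = reference agonist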
# Runt-CBFb FRET = inhibitors of RUNX1 Runt–CBFb binding, primary screen, biochemical, FRET, Cerulean-Runt, Venus-CBFb, uHTS | Cerulean-Runt/Venus-CBFb FRET ratio 530/480, 1 h | inhibition, % at 20 µM | 0.46% of 220,000 active | AID 1496, 2009;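 active means inhibition over about 50% at 20 µM in the single-dose screen, limit read from the data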;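 further: 0% = DMSO wells and 100% = excess unlabeled CBFb competitor control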
# Target sequence (Q01196 whole entry, looked up): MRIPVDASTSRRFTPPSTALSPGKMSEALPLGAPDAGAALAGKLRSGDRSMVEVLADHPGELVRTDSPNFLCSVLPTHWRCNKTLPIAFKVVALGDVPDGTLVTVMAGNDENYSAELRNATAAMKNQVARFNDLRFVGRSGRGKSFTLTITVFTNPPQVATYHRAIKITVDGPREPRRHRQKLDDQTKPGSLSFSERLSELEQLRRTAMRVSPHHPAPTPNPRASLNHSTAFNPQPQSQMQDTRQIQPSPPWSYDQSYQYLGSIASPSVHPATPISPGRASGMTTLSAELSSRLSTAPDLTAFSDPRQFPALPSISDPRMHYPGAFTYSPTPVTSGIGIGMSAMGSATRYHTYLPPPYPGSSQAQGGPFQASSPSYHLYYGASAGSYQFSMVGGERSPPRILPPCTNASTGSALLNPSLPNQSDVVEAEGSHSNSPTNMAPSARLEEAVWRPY
# Target sequence (Q13951 whole entry, looked up): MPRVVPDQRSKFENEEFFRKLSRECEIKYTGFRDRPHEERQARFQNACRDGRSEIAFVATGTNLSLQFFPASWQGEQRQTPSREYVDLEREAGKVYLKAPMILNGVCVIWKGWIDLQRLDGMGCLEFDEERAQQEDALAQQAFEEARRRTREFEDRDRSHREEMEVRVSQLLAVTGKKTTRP
#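 Measured by: fluorescence energy transfer, 422 nm excitation, 530/480 nm emission; Assay system: Cerulean-Runt domain; Medium: Tris pH 7.5 buffer with BSA; Measure: loss of energy transfer signal; Controls: 5 µM unlabeled CBFb as full-inhibition high control; Incubation: protein complex preformed 1 h, compound exposure 1 h, room temperature, dark.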
# NPY-Y1 antag = NPY-Y1 receptor antagonists, primary screen, cell-based; 1% of 200,000 active; HEK293-CNG Y1 cells, membrane potential fluorescence; NPY at EC95, then isoproterenol; AID 1040, 2008; inhibition, % at 3.6 µM; Neuropeptide Y receptor type 1 (Homo sapiens), P25929;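 active means inhibition above the campaign mean inhibition of all tested compounds plus 3 SD, cut at about 20% in these data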;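 further: 0% = DMSO wells given NPY plus isoproterenol and 100% = isoproterenol alone without NPY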
#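 material = HEK293 cells with Y1 receptor plus CNG channel | also added = NPY 25 nM then isoproterenol 1 µM plus Ro 20-1724 25 µM | schedule = dye 3 h, compound 60 min room temperature, stimulation 45 min | measured by = membrane potential fluorescence | benchmarks = high control isoproterenol alone, low control NPY with isoproterenol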
# NPY2 pot ag = NPY-Y2 potentiators or agonists, primary screen, cell-based | cells expressing NPY-Y2, potentiator/agonist read-out | 0.45% of 220,000 active | activation, % at 3.6 µM; in the data active means activation above about 27%;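 further: cells stimulated with NPY near EC25 plus isoproterenol at EC100; 0% = vehicle plus submaximal agonist and 100% = vehicle plus saturating agonist; some results beyond the cut were filed as inactive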
# Target sequence (P49146 whole entry, looked up): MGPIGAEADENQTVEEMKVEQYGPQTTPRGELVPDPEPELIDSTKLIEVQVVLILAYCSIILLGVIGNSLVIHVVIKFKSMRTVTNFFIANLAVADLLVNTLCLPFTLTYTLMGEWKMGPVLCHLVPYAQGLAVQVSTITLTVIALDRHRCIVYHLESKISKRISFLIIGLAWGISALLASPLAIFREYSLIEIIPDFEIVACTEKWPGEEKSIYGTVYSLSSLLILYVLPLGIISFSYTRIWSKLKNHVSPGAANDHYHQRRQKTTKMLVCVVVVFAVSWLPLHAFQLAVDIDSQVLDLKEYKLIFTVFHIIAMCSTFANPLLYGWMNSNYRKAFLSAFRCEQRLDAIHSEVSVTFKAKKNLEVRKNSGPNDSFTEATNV
# BaF3 parental = parental Ba/F3 cell viability inhibition, counter-screen for JAK2V617F inhibitor project, murine pro-B, CellTiter-Glo luminescence | 1.1% of 220,000 active | AID 1486, 2009 | CellTiter-Glo ATP luminescence | inhibition, % at 5.6 µM;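 active means inhibition above a per-campaign cutoff, the mean inhibition of all tested compounds plus 3 SD, cut at about 27% in these data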;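 further: 0% = DMSO wells and 100% = JAK Inhibitor I control wells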
# RBBP9 inhibitor = human RBBP9 inhibitors, primary screen, biochemical, fluorescence polarization, FP-Rh probe, HTS; 0.2% of 220,000 active; inhibition, % at 7.94 µM; recombinant RBBP9; Serine hydrolase RBBP9 (Homo sapiens), O75884;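 active means inhibition above the campaign mean of all tested compounds plus 3 SD, cut at about 14% in these data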;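 further: plate controls were DMSO wells with RBBP9 for no effect and wells lacking RBBP9 protein for full effect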
#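 Material: RBBP9 protein. Amount: RBBP9 at 2.5 µM in dispensed solution, before mixing. Schedule: 30 min then 45 min, 25 °C. Medium: Tris buffer pH 8.0, NaCl, Pluronic. Measured by: fluorescence polarization. Measure: percent inhibition from mP, scaled between DMSO and no-protein wells. Replication: one well per compound.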
# Ba/F3 V617F tox = reduced viability of JAK2V617F-dependent Ba/F3 cells, primary screen, JAK2V617F inhibitor project, cell-based, Ba/F3 EpoR-JAK2V617F, luminescence | 1.1% of 220,000 active | inhibition, % at 5.6 µM | ATP luminescence;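 active means inhibition above the campaign mean plus 3 SD over all tested compounds, cut at about 24% in these data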;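 further: cytokine-independent growth of Ba/F3 cells driven by EpoR plus mutant JAK2; 0% = DMSO-treated cells and 100% = JAK inhibitor I control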
# NPY-Y1 PAM-ag = NPY-Y1 receptor potentiators or agonists, primary screen, cell-based; Neuropeptide Y receptor type 1 (Homo sapiens), P25929; NPY-Y1 expressing cells, potentiator/agonist activation; activation, % at 3.6 µM; 0.37% of 220,000 active; AID 1304, 2008; in the data active means activation above about 33%, passing the limit was not always enough;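 further: cells stimulated with NPY at EC10 then isoproterenol at EC100; 0% = low agonist plus stimulus and 100% = saturating agonist plus stimulus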
# S1P4 antag = S1P4 receptor antagonists, primary screen, cell-based | Sphingosine 1-phosphate receptor 4 (Homo sapiens), O95977 | S1P4-expressing cells, antagonist mode, reporter read-out | inhibition, % at 4.98 µM | 0.26% of 220,000 active; in the data active means inhibition above about 29%;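 further: 0% = wells stimulated with agonist and 100% = vehicle wells without agonist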
# Numbers without * were called inactive; x = no result given.
# Preview (five entries):
SMILES,S1P4 agonist,Runt-CBFb FRET,NPY-Y1 antag,NPY2 pot ag,BaF3 parental,RBBP9 inhibitor,Ba/F3 V617F tox,NPY-Y1 PAM-ag,S1P4 antag
Cc1ccc(NC(=S)Nc2ccc(F)cc2)c(C)c1,1.4,2,3,-7,2,-13,0,8,-4
CCOC(=O)c1cc2occc2n1CC(=O)NCCOC,2.2,-2,6,-1,3,11,-1,16,10
O=C(/C=C/C=C/c1ccccc1)c1ccco1,-0.5,4,x,-12,1,-3,-5,-11,19
Nn1c(SCc2cn3ccccc3n2)nnc1-c1ccncc1,0.3,-2,2,-7,4,7,1,-3,-21
Fc1ccccc1N1CCN(c2cnc3ccccc3n2)CC1,0.2,0,5,2,3,1,0,3,8

# Main list, repeating the preview:
SMILES,S1P4 agonist,Runt-CBFb FRET,NPY-Y1 antag,NPY2 pot ag,BaF3 parental,RBBP9 inhibitor,Ba/F3 V617F tox,NPY-Y1 PAM-ag,S1P4 antag
Cc1ccc(NC(=S)Nc2ccc(F)cc2)c(C)c1,1.4,2,3,-7,2,-13,0,8,-4
CCOC(=O)c1cc2occc2n1CC(=O)NCCOC,2.2,-2,6,-1,3,11,-1,16,10
O=C(/C=C/C=C/c1ccccc1)c1ccco1,-0.5,4,x,-12,1,-3,-5,-11,19
Nn1c(SCc2cn3ccccc3n2)nnc1-c1ccncc1,0.3,-2,2,-7,4,7,1,-3,-21
Fc1ccccc1N1CCN(c2cnc3ccccc3n2)CC1,0.2,0,5,2,3,1,0,3,8
CCOc1cc(C=O)cc(Br)c1OCC(=O)NCCc1ccccc1,-1.3,-4,1,-3,9,-1,4,-11,-16
COc1cc(C(=O)Nc2nnc(C)s2)cc(OC)c1OC,-0.7,-1,16,-9,3,-5,1,-7,-10
S=c1[nH]nc(Nc2cccc(Cl)c2)s1,0.9,47,4,-15,0,-10,-2,-14,-11
O=C(CCN1C(=O)COc2ccccc21)NCc1cccs1,-0.4,-3,2,-3,3,-9,-2,2,-24
Cc1ccc(NC(=O)c2cccs2)cc1S(=O)(=O)N(C)C,0.9,3,7,2,4,-8,0,-28,-19
O=C(CCS(=O)(=O)c1cccc2nonc12)NC1CCCCCC1,0.6,1,3,10,4,-9,0,18,-24
CCC1CCCCN1CCCNC(=O)c1cc2c(=O)[nH]c3ccccc3c2n1C (configuration not stated),-1.2,1,3,12,6,2,-1,24,2
O=c1[nH]c(C2C3CC4CC(C3)CC2C4)nc2ccccc12 (configuration not stated),1.7,1,-5,19,0,-9,-1,29,7
COc1cc(-c2nc3ccc4ccccc4c3c3c2CCC3)cc(OC)c1O,0.4,-3,8,-1,5,-5,1,-31,-5
O=C1C(c2ccccc2)C(c2ccccc2)NC(c2ccccc2)C1c1ccccc1 (configuration not stated),0.1,1,-5,1,4,-3,1,-17,-1
Cc1cccc(NC(=O)C(C)Oc2ccccc2C)n1 (configuration not stated),3.6,-1,2,-5,4,6,3,17,-1
O=C(O)COCc1nc2ccccc2s1,-0.7,-1,x,-21,3,-5,1,-40,-5
Clc1ccc(-c2c[n+]3c(n2-c2ccccc2)SCC3)cc1,-2.1,0,3,0,88*,-3,67*,-14,-9
CCCOc1ccc(/C=C/C(=O)Nc2ccc([N+](=O)[O-])cc2C)cc1,-2.5,0,-8,0,0,1,-3,-6,-19
CCOC(=O)c1c(C)n(C)c2cc(Br)c(C(=O)OC)cc12,9.4,-6,5,-5,5,-5,3,-26,-12
CCOC(=O)c1nnn(-c2nonc2N)c1CN(C)Cc1ccccc1,0.5,-1,8,4,2,-13,6,-3,-4
CC(C)CC(N)c1cn([C@@H](CCC(=O)O)C(=O)N2CCNCC2)nn1 (some centres not stated),0.5,0,2,14,-2,-3,-2,19,-16
O=c1oc(/C=C/c2ccccc2)nc2sc3c(c12)CCC3,2.3,-32,-3,15,2,4,-3,2,-16
O=C(CCS(=O)(=O)c1ccc(Br)cc1)Nc1ccccn1,-0.1,0,3,-10,9,-5,2,-7,2
COc1ccccc1N1CCN(C(=O)c2ccc3nc(-c4ccco4)c(-c4ccco4)nc3c2)CC1,0.4,9,7,4,8,-1,7,-10,-7
Cc1nc(=O)c(-c2ccccc2)c(C)n1-c1ccc(O)cc1,2.8,3,1,-19,8,-6,8,-7,-7
O=c1c(Cc2ccc(F)cc2)c(O)ccn1C1CC1,-5.0,0,0,-3,5,-4,-1,-12,-16
CCCc1nc(NCC2CCCO2)c2nnn(Cc3ccccc3)c2n1 (configuration not stated),1.2,-4,2,0,8,-6,4,-5,-35
Cn1c(Cn2c(=O)sc3ccccc32)nnc1SCC(=O)NCc1ccc(F)cc1,-1.4,-3,3,4,9,-5,1,4,-6
O=C(O)c1cccc(N/C(=N\S(=O)(=O)c2ccccc2)c2ccccc2)c1,1.6,0,3,7,8,3,5,-9,-1
CCCNC(=O)c1sc2c(c1C(=O)Nc1ccccn1)CCCC2,-2.4,-4,21*,-12,4,-8,4,-20,0
CCOc1ccc(CN2CCNC(=O)C2CC(=O)OC)cc1 (configuration not stated),-0.7,1,1,-1,0,-2,0,0,-6
Cc1ccc(-c2csc3nc(C)n(N)c(=O)c23)cc1,-0.5,1,2,-6,7,-4,-2,0,6
O=C(CN1C(=O)CCS(=O)(=O)c2ccccc21)NCc1ccc2c(c1)OCO2,-1.3,2,2,2,7,-9,4,1,-13
CCCc1nc(SCC(=O)Nc2cc(C)on2)c2ccccc2n1,-0.3,-3,0,-34,5,-5,5,-22,11
O=C(N/N=C/C1CC=CCC1)c1ccccc1O (configuration not stated),-3.8,1,-6,-1,0,-1,2,-12,7
Cc1ccc(C2N(c3ccc(Cl)cc3)C(=O)N3CCCN23)cc1 (configuration not stated),1.0,0,x,16,3,-10,2,7,14
CC(=O)c1sc(NC(=O)C=C(C)C)nc1C,0.2,3,-1,19,7,-3,0,12,-4
Cc1cccc(NC(=O)CCN2C(=O)C3C4C=CC(C4)C3C2=O)n1 (configuration not stated),1.1,-1,-4,5,0,-6,0,8,-31
COc1cccc(/C=N/N2CCOCC2)c1O,1.0,3,1,-9,3,-1,-1,-13,-27

# An excerpt of these results, with tabs:
structure	S1P4 agonist	Runt-CBFb FRET	NPY-Y1 antag	NPY2 pot ag	BaF3 parental	RBBP9 inhibitor	Ba/F3 V617F tox	NPY-Y1 PAM-ag	S1P4 antag
Cc1ccc(-c2csc3nc(C)n(N)c(=O)c23)cc1	-0.5	1	2	-6	7	-4	-2	0	6
O=C(CN1C(=O)CCS(=O)(=O)c2ccccc21)NCc1ccc2c(c1)OCO2	-1.3	2	2	2	7	-9	4	1	-13
CCCc1nc(SCC(=O)Nc2cc(C)on2)c2ccccc2n1	-0.3	-3	0	-34	5	-5	5	-22	11

# Next part:
SMILES,S1P4 agonist,Runt-CBFb FRET,NPY-Y1 antag,NPY2 pot ag,BaF3 parental,RBBP9 inhibitor,Ba/F3 V617F tox,NPY-Y1 PAM-ag,S1P4 antag
Cc1cc(=O)[nH]c(SCC(=O)NN(c2ccccc2)c2ccccc2)n1,-0.1,1,x,17,2,-5,-7,-1,-3
Cc1ccccc1OCC(=O)N/N=C/c1ccc([N+](=O)[O-])o1,0.8,9,6,-7,7,-7,2,1,-20
Cc1ccc(OCC(=O)n2cnnc2N)c(C)c1,-2.5,0,6,4,2,-7,1,2,-4
O=C(c1ccccc1Cl)N1CCN(c2ccccn2)CC1,-0.5,0,0,-14,-2,1,2,-10,-8
CCN(CC)S(=O)(=O)c1ccc(NS(=O)(=O)c2ccc(OC)c([N+](=O)[O-])c2)cc1,0.1,-1,6,-18,4,3,-3,0,-27
Nc1cc(C2CCCC2)nn1-c1ccccc1,-0.9,-1,-6,12,3,-4,2,6,-5
Cc1nonc1NC(=O)CSc1nnc(-c2ccoc2C)n1-c1cccc(Cl)c1,0.2,-1,16,1,1,-1,-3,-22,0
CC(=O)Nc1cc2c(cc1C(=O)c1ccc(C)cc1)OCCO2,2.2,2,8,-3,2,5,-1,-10,0
COc1ccc(C(=O)Nc2ccc(S(=O)(=O)N3CCc4ccccc43)cc2)cc1,-1.4,x,-5,20,2,-56,5,-23,-21
CC(=O)N/N=C(\C)c1ccc2c(c1)OCCO2,-0.6,2,5,7,3,-9,-1,4,-14
Cc1ccc(S(=O)(=O)NCC(=O)N(CC(=O)NCC2CCCO2)Cc2ccccc2)cc1 (configuration not stated),-1.3,0,3,-10,-1,2,2,4,-3
CC(=O)c1sc(NC(=O)COc2ccccc2)nc1C,2.6,1,-4,4,7,-2,4,16,2
CCCc1cc2c(-c3ccccc3)cc(=O)oc2cc1OCc1ccc(C(=O)O)o1,-1.1,-16,0,-2,7,-9,3,7,16
COc1ccc(S(=O)(=O)N2CCCCC2)cc1NC(=O)c1cccnc1SC,-1.5,2,x,-21,-9,3,-2,-13,-1
Cc1cc(-c2nnco2)c(C)n1-c1ccc(F)cc1,0.7,-3,15,-11,3,-3,4,-31,-4
CCOC(=O)C1=C(N)N(c2cc(S(=O)(=O)N3CCOCC3)ccc2Cl)C(=O)C1,-0.3,1,-2,-4,6,-10,-1,-14,-6
O=C(NCCCN1CCN(c2ccccc2F)CC1)C1CCC(=O)N1C1CCCC1 (configuration not stated),3.2,0,1,-1,5,-1,2,-11,-8
CN1CCN(C2=CC(=O)OC23CCCCC3)CC1,-1.3,-5,-3,1,-4,-2,-5,-16,14
CCOC(=O)c1cc(-c2ccccc2)nc2nc(N3CCCCC3)sc12,1.2,37,5,-2,4,-3,-1,-5,-3
Cc1c(NC(=O)C(C)OC(=O)CC2CC3CCC2C3)c(=O)n(-c2ccccc2)n1C (configuration not stated),-1.0,2,-2,-11,1,-10,-2,0,-11
Cc1sc(NC(=O)CCCC(=O)O)c(C(N)=O)c1-c1ccccc1,-0.3,3,4,-27,5,-3,-1,-2,4
CC1(C)Cc2c(c(=S)nc(-c3ccccc3)n2CCO)CO1,-0.4,2,4,-7,0,5,-1,-15,10
O=C(CCn1cnc2ccccc2c1=O)Nc1ccc(S(=O)(=O)N2CCCCC2)cc1,-5.2,0,-6,2,7,-8,-5,7,2
O=C(CSc1oc(-c2ccccc2)nc1S(=O)(=O)c1ccc(F)cc1)NCC1CCCO1 (configuration not stated),1.0,-4,0,-7,6,4,5,-24,4
Cc1n[nH]c(C)c1S(=O)(=O)N1CCCCCC1,0.8,0,-8,-13,7,0,-3,-7,-12
